# COUP-TFII inh – NR2F2 (human) inhibition, primary screen; inhibition, % at 8.6 µM; HEK293T NGFI-A luciferase reporter, luminescence; actives 0.7% (n = 370,000); P24468;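 active = inhibition above a per-plate cutoff, mean inhibition of test wells between control levels plus 3 SD, cut at about 38% in these data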;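 also: cells cotransfected with COUP-TFII expression vector driving the NGFI-A reporter; 0% = median of COUP-TF2 test wells and 100% = reporter-only cells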
# LRH-1 inv ag – NR5A2 inverse agonism in reporter assay; O00482; HEK293T StAR-luciferase reporter, LRH-1 transfected, 24 h; actives 0.13% (n = 360,000); inhibition, % at 3.6 µM;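 active = inhibition above the mean inhibition of all tested compounds plus 3 SD, cut at about 73% in these data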;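 also: 0% = DMSO wells and 100% = reporter-only cells lacking LRH-1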
# TROY signal inh – blocks TROY-dependent signaling in reporter cells | Q293 LMP1-TROYcd NF-kB luciferase reporter, 4 h | inhibition, % at 10 µM | actives 0.98% (n = 360,000) | AID 1347056;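 active = compounds whose plate-normalised and pattern-corrected inhibition of the luciferase reporter signal at the single screening dose is 50% or more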
# NCOA3 inh – inhibits human SRC3 coactivator | Q9Y6Q9 | HEK293 GAL4-SRC3 luciferase reporter, luminescence | inhibition, % at 3.6 µM | actives 0.17% (n = 360,000);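 active = inhibition above a per-campaign cutoff, the mean of all compounds plus 3 SD, cut at about 60% in these data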;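 also: 0% = DMSO-treated cells and 100% = gossypol-treated cells at 36 µM; higher means less SRC3-driven luciferase light from the GAL4 reporter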
# KKLEB tox – CF airway cell cytotoxicity counter-screen | KKLEB CF airway cells viability, ATPlite luminescence, overnight; stronger effect = lower value; cells stimulated with P. aeruginosa culture filtrate | activity change (cytotoxicity), % at 5 µM | actives 0.36% (n = 360,000) | AID 602141;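 active = corrected activity change at or below -50% at 5 µM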
# CF NFkB block – blocks PAF-induced NF-kB reporter in cystic fibrosis cells; KKLEB NF-kB-GFP reporter, GFP fluorescence overnight; inhibition, % at 5 µM; actives 0.86% (n = 360,000); AID 588850;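 active = at least 50% inhibition at 5 µM, scaled per plate between neutral and stimulator controls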;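 also: PAF is a Pseudomonas aeruginosa culture filtrate used as stimulus; plate controls were PAF-stimulated DMSO wells for no effect and unstimulated DMSO wells for full effect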
# SRC1 inh – inhibitors of human steroid receptor coactivator 1 (SRC1); HEK293 GAL4-SRC1 luciferase reporter, luminescence; inhibition, % at 3.6 µM; Q15788; AID 588354; actives 0.12% (n = 360,000);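 active = inhibition above the campaign mean plus 3 SD, with each screening campaign given its own cutoff, cut at about 60% in these data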;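 also: 0% = DMSO treated cells and 100% = gossypol at 36 µM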
# C8 TRAIL sens – caspase-8 TRAIL sensitization. NB7+C8 cells + TRAIL, ATPlite viability luminescence. actives 1% (n = 360,000). inhibition (viability loss, TRAIL sensitization), % at 10 µM;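 active = compounds causing at least 50% loss of cell viability in the single-dose screen, relative to plate controls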
# SRC2 inh – human SRC2 (NCOA2) inhibition. inhibition, % at 9 µM. HEK293 GAL4-SRC2 luciferase reporter, luminescence. AID 651957. actives 0.17% (n = 370,000);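 active = inhibition above the mean inhibition of all tested compounds plus 3 SD, set per campaign, cut at about 52% in these data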;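 also: 0% = DMSO treated cells and 100% = cells given Gossypol at 36 µM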
# LMP1 NFkB inh – Epstein-Barr LMP1 NF-kappaB reporter inhibition; inhibition, % at 12.5 µM; AID 504558; LMP1-induced NF-kappaB luciferase reporter cells, luminescence; actives 0.69% (n = 350,000); in the data active = inhibition above about 41%;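 also: 0% = neutral control wells and 100% = reference inhibitor control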
# TWEAK-Fn14 inh – inhibitors of TWEAK-Fn14 interaction signaling. actives 2% (n = 360,000). AID 1159606. TWEAK-stimulated Fn14 reporter cells, luciferase luminescence, 8 h. inhibition, % at 10 µM; in the data active = inhibition above about 50%
# * marks the source's active call; other numbers are inactive results; nt = no result given.
SMILES,COUP-TFII inh,LRH-1 inv ag,TROY signal inh,NCOA3 inh,KKLEB tox,CF NFkB block,SRC1 inh,C8 TRAIL sens,SRC2 inh,LMP1 NFkB inh,TWEAK-Fn14 inh
O=C(COC(=O)/C=C/c1ccc(C(F)(F)F)cc1)NC1CCS(=O)(=O)C1 (stereo not drawn),-2.2,0.4,-2.2,9.1,13.0,-3.8,-9.7,-13.1,-21.8,-18.3,-19.5
O=C(CC12CC3CC(CC(Br)(C3)C1)C2)Nc1nncs1,22.8,10.1,1.8,-16.7,4.3,-23.5,2.0,8.5,19.8,0.4,-4.2
CCOc1ccccc1C(=O)Nc1nnc(SCC(=O)N2CCCC2)s1,3.1,10.1,1.3,-1.4,-2.1,-15.0,-14.7,-8.9,12.7,-2.8,2.6
COC(=O)c1ccc(NC(=O)Nc2ccc(F)cc2F)cc1,-0.6,-105.0,-41.2,-55.0,-4.2,5.8,-90.0,18.5,-22.6,-7.2,-5.6
CSc1cccc(NC(=O)COc2ccccc2)c1,-8.1,15.4,-36.1,-0.1,-4.5,13.0,-5.9,1.3,-9.1,-12.5,-35.3
C=CCOc1ccc(CNn2cn[nH]c2=S)cc1OC,-2.2,7.0,-4.5,14.0,-8.6,14.5,-40.5,-10.4,4.6,8.4,1.0
O=C(NCCn1cc(SCc2ccccc2F)c2ccccc21)c1c(F)cccc1F,-4.0,-0.7,34.4,-9.9,-6.4,-2.4,-8.6,-3.2,27.3,-12.9,62.2*
C[C@H](NC(=O)[C@@H]1CCCN1C(=O)[C@@H]1CCCN1C(=O)c1cccc2ccccc12)c1ccccc1,-0.2,-15.1,6.6,nt,nt,nt,nt,0.1,-3.2,nt,23.1
O=C(Nc1nnc(-c2ccccc2SCc2ccccc2F)s1)Nc1ccccc1F,-0.5,-1.0,-13.8,-11.4,-5.5,5.9,13.2,-0.6,8.4,-55.1,0.0
CC(=O)Nc1cccc(OCc2ccc(F)cc2)c1,8.0,-8.4,-19.7,-17.5,16.3,-34.0,-27.3,-5.4,3.4,-4.6,-12.2
C[C@@H]1CN([C@@H](C)CO)C(=O)c2cc(NC(=O)Nc3ccccc3)ccc2O[C@H]1CN(C)C(=O)Nc1cccc2ccccc12,nt,6.4,51.7*,-0.1,-7.8,-18.7,-5.1,-5.2,nt,58.2*,48.1
Cn1c(=O)c2[nH]c(-c3ccccc3Cl)c(O)c2n(C)c1=O,-5.9,-0.2,18.3,7.9,-2.7,18.2,8.5,-21.3,11.8,-0.8,20.9
O=C(CCCN1C(=O)CCC1=O)Nc1ccc2c(c1)OCCO2,-16.7,1.2,-20.4,-11.6,-24.5,12.6,-17.0,-16.4,6.0,-4.4,25.7
Cc1c(Cl)cccc1NC(=S)N(Cc1ccco1)C(C)c1ccccn1 (stereo not drawn),6.6,18.9,-4.5,-1.0,0.4,11.7,-2.4,-8.5,-6.1,6.9,8.5
COCCN(C(=O)CCC(=O)Nc1ccccn1)C(C(=O)NC(C)(C)C)c1ccc(OC)cc1 (stereo not drawn),-6.2,4.0,-4.3,4.6,-13.1,-9.3,-11.0,-17.3,-0.5,-3.4,17.5
OCCC1CN(Cc2c(F)cccc2Cl)CCN1C1CCCC1 (stereo not drawn),-21.2,14.7,-6.7,10.4,0.2,-1.2,-22.7,1.3,-8.1,0.8,-7.8
COc1ccc(OCC(=O)Nc2ccc3c(c2)nc2n3CCSC2)cc1,-16.9,2.5,5.4,-5.3,-5.2,18.1,-1.9,-0.3,-27.1,2.5,3.0
CC(C(=O)N1CCOCC1)N1C(=O)c2ccccc2C1=O (stereo not drawn),8.7,-3.1,-9.7,-19.8,-3.5,-6.1,-48.7,-4.3,-20.3,-8.2,16.6
N/C(=N\OC(=O)c1ccc(Cl)c([N+](=O)[O-])c1)c1ccccn1,0.8,0.3,-0.9,-17.2,-9.9,-15.7,8.7,8.8,-51.6,-8.2,2.3
CCc1ccc(-n2c(C)n[nH]c2=S)cc1,-3.9,-6.4,-2.4,2.9,4.7,-9.8,-7.6,-1.2,-9.7,2.3,-5.3
O=C(COc1ccccc1)NNc1nc2c(F)cccc2s1,-11.9,1.7,-2.6,12.2,8.6,-11.4,-4.5,-3.2,14.5,4.2,-7.9
COc1ccc(/C=C2\SC(=O)N(CC(=O)NN3CCN(C)CC3)C2=O)cc1OC,-7.8,4.3,2.2,-6.2,8.0,-7.8,-2.5,6.4,19.3,0.6,-15.1
CCc1nnc(NC(=O)COc2ccc(N(C)S(=O)(=O)c3ccc(C)cc3)cc2)s1,-12.7,1.9,13.2,5.8,3.3,-8.2,9.0,-5.9,14.1,-11.4,-2.3
Cc1ccc(F)c(S(=O)(=O)NC(=O)C2(C)CCN2C(=O)Cc2ccc(-c3ccccc3)cc2)c1 (stereo not drawn),3.0,9.4,-6.5,3.0,8.7,11.5,-19.9,-14.0,-7.0,nt,-0.6
O=S(=O)(CCOc1ccccc1)c1nc2ccccc2[nH]1,9.1,6.3,-12.1,10.2,-18.3,4.1,0.8,-3.4,-12.9,2.4,6.7

# Reprinted from the part before: three compounds; new compounds follow.
SMILES,COUP-TFII inh,LRH-1 inv ag,TROY signal inh,NCOA3 inh,KKLEB tox,CF NFkB block,SRC1 inh,C8 TRAIL sens,SRC2 inh,LMP1 NFkB inh,TWEAK-Fn14 inh
CCc1nnc(NC(=O)COc2ccc(N(C)S(=O)(=O)c3ccc(C)cc3)cc2)s1,-12.7,1.9,13.2,5.8,3.3,-8.2,9.0,-5.9,14.1,-11.4,-2.3
Cc1ccc(F)c(S(=O)(=O)NC(=O)C2(C)CCN2C(=O)Cc2ccc(-c3ccccc3)cc2)c1 (stereo not drawn),3.0,9.4,-6.5,3.0,8.7,11.5,-19.9,-14.0,-7.0,nt,-0.6
O=S(=O)(CCOc1ccccc1)c1nc2ccccc2[nH]1,9.1,6.3,-12.1,10.2,-18.3,4.1,0.8,-3.4,-12.9,2.4,6.7
O=C(COc1ccc2c3c(c(=O)oc2c1)CCCC3)NCCCN1CCCC1=O,-8.7,30.6,0.3,-9.3,18.4,-36.0,-30.0,-15.0,9.8,-7.7,-18.1
FC(F)Sc1nc2ccccc2[nH]1,0.9,1.2,-9.7,10.9,-6.8,2.7,-14.1,14.4,-14.4,-0.1,-1.1
COc1ccc(CC(=O)N2CCN(C(=O)c3ccco3)CC2)cc1,5.8,18.8,-13.2,2.6,1.9,-12.6,-15.8,-16.2,-25.3,2.2,3.3
CC1CCCN(Cc2c(O)ccc3c(=O)c(-c4nc5ccccc5s4)c(N)oc23)C1 (stereo not drawn),-14.6,-3.6,1.2,-6.2,7.3,10.8,-33.1,-5.0,6.5,-2.1,24.6
C=CCc1c(C)nc(N2CCSCC2)[nH]c1=O,-17.6,-5.4,0.9,6.8,-7.2,-0.8,12.9,6.5,-23.4,-6.3,0.5
COCC(=O)Nc1ccc(OCc2ccccc2)cc1,-25.6,-50.9,-94.0,-34.3,-9.3,17.8,-71.3,3.0,-16.9,-19.4,-13.6
CNC(=O)c1nnc(Cc2ccc(Cl)cc2)o1,-4.7,-10.0,-14.3,0.5,5.4,-1.2,-21.5,-10.3,4.1,2.7,8.7
COCCN(CCOC)C(=S)Nc1ccccc1Cl,12.1,-4.1,9.4,7.3,-6.6,-1.3,-5.7,-2.4,6.5,2.1,-18.3
CN1CCN(C(=O)c2cc(Cl)cc(Cl)c2NC(=O)c2ccco2)CC1,-4.2,-5.0,-2.5,8.9,5.0,11.7,2.8,-2.4,13.1,-2.0,8.0
CCOC(=O)c1c(NC(=O)/C=C/C(=O)O)sc(C)c1-c1ccc(C)c(C)c1,1.6,29.1,-27.0,29.9,-31.1,38.7,-1.0,-1.8,-11.6,-4.7,29.8
CC(O)CNc1nc2c(c(=O)n(Cc3ccc(Cl)cc3)c(=O)n2C)n1C (stereo not drawn),10.0,6.9,8.5,-8.0,-6.3,22.4,13.5,-11.4,-6.0,-3.1,17.2
CCn1c(SCC(=O)NC2CC2)nc2ccccc21,2.8,-10.7,5.7,12.5,10.1,-20.8,-1.2,-9.3,-1.8,-11.6,6.1
Cc1cccc(NC(=O)C2CCCN(C(=O)Nc3ccc(F)cc3)C2)c1 (stereo not drawn),10.5,18.1,1.8,-4.7,0.2,9.3,1.7,-6.7,-15.0,15.6,2.0
Cc1nc2c(C)cccc2c(SC(=N)N)c1CC=C(Cl)Cl,13.6,-8.8,17.8,10.7,11.8,-12.1,6.7,-1.4,10.8,-4.3,0.9
O=C(CN1C(=O)CSc2ccc(S(=O)(=O)N3CCOCC3)cc21)NCc1c(F)cccc1Cl,-10.6,17.2,7.8,-4.3,11.6,-22.6,5.9,-14.2,-35.3,-3.8,-4.8
O=C(CCSCCC(=O)N1CCCC1)N1CCCC1,-3.5,-1.6,2.8,11.2,2.7,-17.6,2.0,6.8,-0.8,7.3,-2.1
CCOC(=O)c1cnc(-c2ccccc2O)nc1Cl,9.2,-8.3,-10.1,-2.4,-15.3,7.4,-26.1,-0.5,-19.0,-7.8,-25.2
CCn1cc(C(=O)O)c(=O)c2cc(S(=O)(=O)N(C)C)ccc21,-12.8,-25.9,-0.5,13.0,3.6,-3.8,-9.8,-4.9,-3.3,-0.5,-19.2
Cc1cc(C)nc(Nc2cccc(Cl)c2)n1,-12.4,-3.4,-21.9,-9.8,-9.5,8.9,-21.4,6.7,-12.2,-0.3,-4.3
COc1ccccc1-c1nnc(SCC(=O)O)n1C,3.4,10.2,12.8,-4.5,-13.2,-0.6,1.8,-7.3,-11.3,-13.9,13.5
CCCC(c1nnnn1Cc1ccccc1)N1CCC(C(N)=O)CC1 (stereo not drawn),-5.1,6.6,-4.6,-9.8,3.5,-23.4,-1.9,12.6,1.1,4.6,-1.4
COc1ccccc1N1CCN(S(=O)(=O)CC23CCC(CC2=O)C3(C)C)CC1 (stereo not drawn),5.9,-11.2,5.3,18.1,5.9,18.6,5.5,-12.7,-2.2,-4.2,8.3
O=C1NCCn2ccc(=O)cc21,-1.1,-7.5,9.8,-16.4,-10.9,16.5,2.8,-11.2,12.9,-9.2,-1.2
Cc1ccc(C)c(N2CCN(C(=O)c3ccc(NC4=NC5CS(=O)(=O)CC5S4)cc3)CC2)c1 (stereo not drawn),-2.5,16.2,-0.9,2.6,7.7,12.9,-20.3,-2.4,-36.8,6.4,3.5
COc1ccc(N2CCCn3c2nc2c3c(=O)n(Cc3ccccc3)c(=O)n2C)c(OC)c1,13.0,-10.2,0.6,17.3,12.6,1.0,1.7,4.1,5.6,2.9,-11.4
COc1cc(OC)cc(C(=O)NCCc2ccc(OC)c(OC)c2)c1,15.5,-13.3,-22.3,12.7,-5.1,12.1,-3.0,-4.8,-5.7,nt,-6.3
CC(NC(=O)C1CCC1)c1ccc(Br)cc1 (stereo not drawn),-3.4,-1.1,-11.7,14.9,-10.0,3.2,-19.1,4.1,-44.0,12.8,-11.9
CCOC(=O)c1sc(/N=C/Nc2nc(C)c(C(=O)OCC)s2)nc1C,-11.0,-3.6,9.4,-6.2,-3.7,13.9,2.0,-11.5,-20.4,-5.4,-4.1
O=C(c1ccsc1)N1CCCC(Nc2ccc(F)c(F)c2)C1 (stereo not drawn),-21.2,1.9,-26.9,23.5,7.7,-23.1,-21.2,-7.0,10.9,-6.1,1.8
